PME-1 inh: PME-1 inhibitors via competitive probe labeling, primary screen, biochemical, fluorescence polarization, FP-Rh probe, HTS; Protein phosphatase methylesterase 1 (Homo sapiens), Q9Y570; recombinant PME-1; inhibition, % at 5.9 µM; 320,000 compounds, 0.53% hits;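 active means inhibition above the campaign mean of all compounds plus 3 SD, cut at about 26% in these data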;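 further: competitive labeling of PME-1 active site by serine hydrolase directed probe; 0% = PME-1 with DMSO and 100% = wells lacking PME-1 enzyme; inhibitors block probe labeling so polarization falls and inhibition rises; many of its hits are not listed in these tables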
pPAFAH FP inh: pPAFAH enzyme inhibitors, primary screen, biochemical, fluorescence polarization, human | Platelet-activating factor acetylhydrolase (Homo sapiens), Q13093 | recombinant pPAFAH, FP-rhodamine probe fluorescence polarization | inhibition, % at 3.39 µM | 330,000 compounds, 1.5% hits;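 active means inhibition above the mean inhibition across the screen plus 3 SD, cut at about 25% in these data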;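 further: inhibitors block binding of the rhodamine activity-based probe so polarization drops; 0% = enzyme with DMSO and 100% = wells lacking pPAFAH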
PAD4 inh: human PAD4 inhibitors, primary screen, biochemical, fluorescence polarization, 1536-well format; recombinant PAD4, RCA probe fluorescence polarization; inhibition, % at 6.36 µM; 330,000 compounds, 0.41% hits; AID 485272, 2010;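 active means percent inhibition above a cutoff equal to the mean of all tested compounds plus 3 SD, cut at about 15% in these data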;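 further: 0% = PAD4 with RCA probe and DMSO and 100% = probe without PAD4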
Target sequence (Q9UM07 whole entry, looked up): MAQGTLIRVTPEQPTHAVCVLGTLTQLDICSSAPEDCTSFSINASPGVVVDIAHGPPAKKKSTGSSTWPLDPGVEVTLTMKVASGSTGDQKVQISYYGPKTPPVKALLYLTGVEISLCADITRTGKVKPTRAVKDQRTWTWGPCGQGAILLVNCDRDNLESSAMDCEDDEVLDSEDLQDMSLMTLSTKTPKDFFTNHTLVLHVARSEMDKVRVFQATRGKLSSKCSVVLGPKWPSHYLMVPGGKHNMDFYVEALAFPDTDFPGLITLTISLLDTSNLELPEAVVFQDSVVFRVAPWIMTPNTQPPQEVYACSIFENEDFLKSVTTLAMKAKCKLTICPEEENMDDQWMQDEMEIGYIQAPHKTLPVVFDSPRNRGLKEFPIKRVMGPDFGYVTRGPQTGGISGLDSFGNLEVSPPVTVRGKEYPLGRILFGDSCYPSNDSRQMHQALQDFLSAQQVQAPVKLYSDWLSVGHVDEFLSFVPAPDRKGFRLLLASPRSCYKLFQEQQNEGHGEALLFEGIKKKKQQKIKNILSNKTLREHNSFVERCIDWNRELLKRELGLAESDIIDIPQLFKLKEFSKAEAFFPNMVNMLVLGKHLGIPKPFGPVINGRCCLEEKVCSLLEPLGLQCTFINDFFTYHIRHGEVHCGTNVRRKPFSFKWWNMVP
Fam108B counter: mouse Fam108B serine hydrolase inhibitors, primary screen, counter-screen for RBBP9 inhibitor project, biochemical, fluorescence polarization. recombinant Fam108B, FP-Rh probe fluorescence polarization. inhibition, % at 9.51 µM. 300,000 compounds, 0.33% hits. AID 1947, 2009;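 active means inhibition above the screen mean inhibition plus 3 SD, computed separately per campaign, cut at about 18% in these data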;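 further: inhibitors lower polarization as less probe binds the enzyme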
LYPLA1 counter: LYPLA1 inhibitors, primary screen, counter-screen for PME1 inhibitor project, biochemical, fluorescence polarization, FP-Rh probe ABPP; recombinant LYPLA1; 320,000 compounds, 0.16% hits; AID 2174, 2009; inhibition, % at 5.9 µM; Acyl-protein thioesterase 1 (Homo sapiens), O75608;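 active means inhibition above the mean of all tested compounds plus 3 SD, set per campaign, cut at about 14% in these data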;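 further: inhibitors block serine hydrolase probe labeling of LYPLA1 so polarization falls; 0% = enzyme with DMSO and 100% = wells lacking LYPLA1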
Target sequence (O75608 whole entry, looked up): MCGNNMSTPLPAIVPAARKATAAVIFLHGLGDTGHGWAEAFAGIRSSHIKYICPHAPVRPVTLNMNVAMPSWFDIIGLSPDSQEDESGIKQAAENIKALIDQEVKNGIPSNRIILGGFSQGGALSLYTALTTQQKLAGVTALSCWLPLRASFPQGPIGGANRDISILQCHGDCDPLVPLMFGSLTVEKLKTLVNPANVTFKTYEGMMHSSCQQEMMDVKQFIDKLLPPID
GSTO1 inh: inhibitors of recombinant GSTO1, primary screen, counter-screen for RBBP9 inhibitor project, biochemical, fluorescence polarization | activity-based probe fluorescence polarization | 300,000 compounds, 1.1% hits | inhibition, % at 5.96 µM;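 active means inhibition above the campaign mean inhibition plus 3 SD, cut at about 35% in these data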;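 further: 0% = GSTO1-1 with DMSO and 100% = wells lacking GSTO1-1 enzyme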
PAFAH1B3 inh: PAFAH1B3 enzyme inhibitors, primary screen, biochemical, fluorescence polarization, human; Platelet-activating factor acetylhydrolase IB subunit alpha1 (Homo sapiens), Q15102; recombinant PAFAH1B3, FP-rhodamine probe; inhibition, % at 3.39 µM; 340,000 compounds, 0.28% hits;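 active means inhibition above the screen-wide average of all tested compounds plus 3 SD, cut at about 25% in these data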;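 further: 0% = enzyme with DMSO only and 100% = wells lacking PAFAH1B3 protein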
PAFAH2 FP inh: PAFAH2 enzyme inhibitors, primary screen, biochemical, fluorescence polarization, human | recombinant PAFAH2, FP-rhodamine activity probe | Platelet-activating factor acetylhydrolase 2, cytoplasmic (Homo sapiens), Q99487 | AID 492956, 2010 | 340,000 compounds, 0.99% hits | inhibition, % at 3.39 µM;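 active means inhibition above the mean over all tested compounds plus 3 SD, cut at about 30% in these data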;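 further: inhibitors block probe labeling of enzyme so polarization drops; 0% = enzyme with DMSO and 100% = wells lacking PAFAH2 protein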
PAFAH1B2 inh: PAFAH1B2 enzyme inhibitors, primary screen, biochemical, fluorescence polarization, human. Platelet-activating factor acetylhydrolase IB subunit alpha2 (Homo sapiens), P68402. 340,000 compounds, 1.2% hits. inhibition, % at 3.39 µM. recombinant PAFAH1B2, FP-rhodamine activity probe;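 active means inhibition above the mean of all tested compounds plus 3 SD, cut at about 24% in these data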;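 further: 0% = enzyme with DMSO and 100% = wells lacking PAFAH1B2; many of its hits are not listed in these tables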
Starred values were filed as active, the others as inactive; / = no result given; & = joins results of further samples. Some of the compounds tested; rates above refer to the full screens.

SMILES	PME-1 inh	pPAFAH FP inh	PAD4 inh	Fam108B counter	LYPLA1 counter	GSTO1 inh	PAFAH1B3 inh	PAFAH2 FP inh	PAFAH1B2 inh
N#CCC(=O)N/N=C/c1cc(-c2ccccc2)n(-c2ccc(Cl)cc2)c1-c1ccccc1	-1	6	-4	2	-1	0	/	/	/
O=C(NC(=S)NC1CCCCCCCCCCC1)c1cccnc1	6	1	4	2	-1	-1	5	5	7
Oc1ccccc1-c1cncn1Cc1ccccc1	-1	1	-3	-3	0	3	0	2	11
Cc1cccc(NC(=S)N/N=C/c2ccc3c(c2)OCO3)c1	0	-1	-1	-1	-2	4	0	-1	7
Cc1ccc(/C=N/Nc2nncn2N)cc1	5	6	46*	3	-1	16	18	-3	5
Cc1oc2ccc(NS(=O)(=O)c3ccccc3)cc2c1C(=O)Nc1ccccc1	-2	33*	-1	-2	-3	-1	3	1	8
COc1ccc(N2C(=O)C3CCCN3C2c2cc(OC)c(OC)c(OC)c2)cc1 (centres undefined)	-7	-4	-3	-5	-1	-1	0	0	0
O=C(Nc1nccs1)c1ccc(Br)o1	-6	2	-4	1	3	3	14	3	4
COc1cc(OC)cc(C(=O)NCC(=O)Nc2ccc(OC)c(Cl)c2)c1	-3	1	-2	-2	4	-3	14	-5	-4
NC(=O)CC(NC(=O)Cc1ccc(Br)cc1)c1ccc(NCc2cc(F)ccc2F)c([N+](=O)[O-])c1 (centres undefined)	-1	-4	-6	-5	-8	15	-1	-11	3
Cc1ccc(NC(=O)COC(=O)c2ccc(OCc3c(C)noc3C)cc2)cc1S(=O)(=O)N1CCOCC1	-7	12	-1	-9	-13	-4	-1	2	2
COc1cccc(C2CC(c3ccccc3OC)n3nc(N)nc3N2)c1 (centres undefined)	-8	2	2	-2	3	5	4	-12	-1
C[N+](C)(C)CC=O	0	1	3	1	-3	-3	7	-2	5
Cc1ccccc1Nc1nc(N)nc(COC(=O)C2CCCCC2)n1	-3	2	6	3	-1	12	5	3	15
C=CCn1c(C)cc(C(=O)COC(=O)CCc2cc(OC)c(OC)c(OC)c2)c1C	/	-2	-3	/	/	/	10	10	-1
COc1ccc(-c2cc(C(F)F)nc(-n3nc(C)cc3C)n2)cc1	-3	0	5	-3	-2	-20	8	6	-4
Clc1ccc2c(c1)-c1nnc(Br)n1-c1ccccc1S2	2	-5	6	-8	-6	1	2	-3	-3
Cc1cc(C)cc(-n2ncc3c2CCCC3NC(=O)c2cc(C)[nH]n2)c1 (centres undefined)	-3	4	1	4	-1	-3	0	-5	8
COc1ccccc1C(=O)COC(=O)CSC(C)C(=O)Nc1cc(C)on1 (centres undefined)	3	3	1	-1	2	-4	3	7	-6
COc1ccc(CCNc2ccc(C)cc2)cc1	4	4	-2	-1	-3	7	14	8	1
CN(C(=O)CN1C(=O)NC2(CCc3ccccc32)C1=O)C1CCS(=O)(=O)C1 (centres undefined)	-5	-1	-4	1	1	-6	7	-4	-1
C(=C\N1CCCCCC1)/c1nnnn1-c1ccc(-c2ccccc2)cc1	0	2	0	0	-8	-7	13	9	0
O=C(CSc1nc2cc(Cl)ccc2o1)N1CCOCC1	-1	3	6	2	-1	-6	-5	-3	2
COc1cc(/C=C2\SC(=S)N(CCC(=O)NCCc3ccccc3)C2=O)cc(OC)c1OC	-5	6	-1	1	-1	-7	-6	1	2
COc1ccc(/C=C2/C(=O)N(c3nc4ccccc4s3)N=C2CSc2ccc(Cl)cc2)cc1	-1	51*	-9	1	-17	9	4	-8	-7
CCOc1cc(CNC2CCCC2)cc(Cl)c1OCc1ccccc1	4	-2	-1	4	-1	-1	-3	-1	-1
O=C(COC(=O)c1cc(Cl)ccc1O)Nc1cc(C(F)(F)F)ccc1N1CCOCC1	/	4	-2	/	/	/	8	3	6
CCOC(=O)C1CCN(C(=O)c2cc3c(-c4ccc(OC)c(OC)c4)nn(C)c3s2)CC1	-7	10	0	-3	0	1	-9	1	-6
CCOc1ccc(S(=O)(=O)Nc2ccc(O)c(Sc3ncn[nH]3)c2)cc1	1	7	-4	3	1	14	-2	1	3
Cc1ccc2c(c1)N(CCC(=O)NCCN1CCOCC1)C(=O)CO2	-7	3	1	1	1	5	1	0	8
CC1CC(C)CN(CCOc2ccccc2-c2ccccc2)C1 (centres undefined)	-5	1	-2	5	-2	5	8	-1	3
O=C(CCCOc1ccccc1)Nc1ccc(Br)cc1	-1	3	-1	2	-3	1	-1	-6	-3
CCSC1(SCC)N=C(N)C2(C#N)C(c3ccc(F)cc3)C12C#N (centres undefined)	1	3	10	0	2	9	-1	3	4
Cc1ccc(CN2C(=O)CCC2C(=O)NCCN2CCN(c3cccc(Cl)c3)CC2)cc1 (centres undefined)	-2	3	-9	-6	0	1	-3	0	7
CC(C)CC(=O)Nc1c2c(nn1-c1cccc(Cl)c1)CS(=O)(=O)C2	-3	6	2	-1	-2	-1	7	3	1
O=C(Nc1cc(Cl)ccc1N1CCCC1)C1=NN(c2ccccc2)C(=O)CC1	-2	7	0	4	2	-2	3	5	2

Single entries from above:
Result of CCOc1ccc(S(=O)(=O)Nc2ccc(O)c(Sc3ncn[nH]3)c2)cc1 in PME-1 inh: 1
Result of Cc1ccc2c(c1)N(CCC(=O)NCCN1CCOCC1)C(=O)CO2 in PAFAH1B2 inh: 8

More entries follow:
SMILES	PME-1 inh	pPAFAH FP inh	PAD4 inh	Fam108B counter	LYPLA1 counter	GSTO1 inh	PAFAH1B3 inh	PAFAH2 FP inh	PAFAH1B2 inh
c1ccc(CSC2=NNC(c3ccccn3)S2)cc1 (centres undefined)	6	23	2	-3	-2	-14	13	8	4
Cc1ccc(/C(=N\O)c2oc3c(C)c4oc(=O)cc(C)c4cc3c2C)cc1	-33	-10	-1	-18	-19	-17	-4	-24	-8
CCCc1cc(-c2ccc3c(c2)COc2c4ccccc4nn2-3)on1	-13	7	-3	-4	2	1	-2	0	-4
CN(C)C(=S)Oc1ccccc1-c1ccccc1OC(=S)N(C)C	5	-6	-6	5	-3	-1	5	-8	6
COc1ccc(S(=O)(=O)Nc2ccc(Cl)cn2)c(C)c1C	7	5	2	-1	-2	8	-2	1	1
Cc1ccc(S(=O)(=O)N(C)c2cc(S(=O)(=O)N3CCOCC3)c(C)cc2C)cc1	5	0	2	0	2	0	3	-7	1
O=C(Nc1ccccc1)Nc1cccc(-c2cn3cccnc3n2)c1	-2	-1	1	-3	-5	-8	-6	-2	3
COc1cc([C@@H]2[C@H]3CN(C)CC=C3C(C#N)=C(N)C2(C#N)C#N)cc2c1OCO2	0	3	-1	1	1	9	2&5	2&4	2&3
O=C(NCC(=O)N(c1cccc(F)c1)C(C(=O)NC1CCCC1)c1ccco1)c1ccco1 (centres undefined)	-1	-1	-3	2	-1	-5	3	8	0
CCNc1nc(NC(C)C)nc(NS(=O)(=O)c2ccc(N)cc2)n1	1	4	-2	-3	1	-7	-1	3	-2
Cc1ccc(P(=O)(O)c2ccc(C)cc2)cc1	-4	0	-3	-2	-3	4	5	7	-3
Brc1ccc(/C=N/n2cnnc2)s1	2	2	-2	0	0	3	6	8	3
CC/C(=C/c1sc2ccc(C)cc2[n+]1CCO)SC	-2	2	6	-1	-6	-9	-1	4	-4
CCN1CCN(C(CNS(=O)(=O)c2ccc(Cl)cc2)c2cccnc2)CC1 (centres undefined)	2	-2	2	1	2	-7	5	0	-1
CCCNC(=O)c1cc(S(=O)(=O)N2CCc3ccccc32)ccc1F	2	6	0	4	2	3	0	-2	3
CC(C(=O)Nc1ccccc1-c1ccccc1)N1CCOCC1 (centres undefined)	-3	3	-3	-2	3	4	5	4	24
COCCn1c(-c2ccc(OC)c(OC)c2)nc2ccccc21	-1	8	-4	0	0	5	1	4	2
COc1ccc(/C=C/C(=O)Nc2cc(C(F)(F)F)ccc2Cl)cc1	-5	5	-3	-1	-3	-4	5	-1	-2
COCCNC(=S)NC1CC2CCCC(C1)N2Cc1cccs1 (centres undefined)	1	1	2	-2	-2	6	5	-1	-3
O=C(CN1CCN(C(=O)c2ccco2)CC1)Nc1cc(Cl)ccc1Cl	7	6	-4	2	82*	3	7	4	-1
O=C(CCN1CCN(c2ccccc2)CC1)Nc1ccc(OCc2ccccc2)cc1	-4	3	1	-1	1	2	0	-5	3
CCOc1ccccc1OCCCC(=O)N(CC)CC(=O)Nc1ccc(NC(C)=O)cc1	3	-2	-3	1	1	3	4	3	3
CCOC(=O)N1CCN(Cc2nc3cc(NC(=O)CC(C)C)ccc3n2CC)CC1	1	5	-5	0	2	5	6	2	0
CCCOC(=O)C1[C@H]2C(=O)N(C(C)c3ccc(OC)cc3)C[C@]23C=C[C@H]1O3 (some centres undefined)	-3	8	-4	1	4	12	4	-1	-1
Nc1nnc(SCc2ccc(F)cc2Cl)s1	-2	7	-1	7	0	5	9	8	11
COc1cc2c(cc1OC)C(c1ccccc1O)N(C1CC(=O)N(c3ccccc3)C1=O)CC2 (centres undefined)	0	9	-2	1	0	9	-4	-8	-2
COc1ccc(N2CCCn3c2nc2c3c(=O)n(Cc3ccc(C)cc3)c(=O)n2C)c(OC)c1	-3	-1	-4	2	1	5	4	-2	3
O=C(CCCN1C(=O)/C(=C\c2cccs2)SC1=S)Nc1ccc(C(=O)O)cc1	-3	8	0	0	3	6	9	-2	-1
O=C(NCCc1ccccc1)c1ccc(CS(=O)(=O)c2ccc(Br)cc2)o1	4	5	-1	3	9	4	13	3	14
CCOc1cc(C(=O)NCCN2CCOCC2)cc(OCC)c1OCC	0	3	-1	-3	6	-3	-1	-1	0
Cc1[nH]nc(SCC(=O)NCCc2ccccc2)c1[N+](=O)[O-]	0	0	-1	3	-1	-7	9	0	5
CCc1ccccc1NC(=S)/N=C(\N)Nc1nc(C)c2cc(C)ccc2n1	-1	0	0	-12	-8	0	-2	-2	-4
COc1ccccc1CNC(=O)COC(=O)CNS(=O)(=O)c1ccc(NC(C)=O)cc1	-3	2	-1	/	1	/	-3	-3	7
Cc1nn(C(=O)N2CCCCC2)c(C)c1CN1C(=O)c2ccccc2C1=O	-3	-3	-4	-3	-1	5	3	4	4
COc1ccc(CNC(=O)COC(=O)c2ccccc2OCC(=O)Nc2ccc(SC(F)F)cc2)cc1	0	-1	2	-3	2	-5	4	3	4
O=C(O)CSCc1nc2cccnc2n1C1CCCCC1	0	2	-3	0	3	-2	5	2	-1
COc1ccc([N+](=O)[O-])cc1NC(=O)CS(=O)(=O)c1ccc(C)cc1	2	3	-1	-9	0	4	9	-3	2
CC(=O)c1ccc(OC(=O)N2CCOCC2)cc1	2	3	-1	-3	-2	-1	8	8	4

Compound activity deposited in PubChem BioAssay by The Scripps Research Institute Molecular Screening Center.
